High-throughput results (PubChem)
ssDAF-12 act = activates DAF-12 receptor from parasite S. stercoralis. HEK293 ssDAF-12/GRIP1 lit1-tk-luc reporter, luminescence; % of 3 µM dafachronic acid response. activation, % at 6.8 µM. 370,000 compounds, 1% hits;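 active = activation above the mean over all tested compounds plus 3 SD, cut at about 0.9% in these data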;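 note: 0% = DMSO-only wells and 100% = 3 µM delta7-dafachronic acid wells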
DAX1 inh-1 = DAX1 (NR0B1) inhibition, primary screen; AID 652010; HEK293T StAR-luciferase reporter, SF-1/DAX-1 repression relief; inhibition, % at 6.8 µM; 370,000 compounds, 1.1% hits;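 active = inhibition above the mean over all tested compounds plus 3 SD, cut at about 3.6% in these data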;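 note: 0% = DAX-1 cells with DMSO and 100% = cells lacking DAX-1 with DMSO; higher inhibition means more luminescence from relief of DAX-1 repression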
NR1D1 modulator = Rev-erb alpha (human) modulation | Rev-erbα–FITC-DNA binding, fluorescence polarization, 90 min | 370,000 compounds, 0.79% hits | activity, % at 10 µM | AID 1259318;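 active = activity above about 14%, limit read from the data; passing the limit was not always enough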;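 note: 0% = DMSO wells with 35 nM protein and 100% = DMSO wells with 750 nM protein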
sPLA2-III inh = Inhibits HGIII-sPLA2 liposome hydrolysis, primary screen; inhibition, % at 12.2 µM; QFRET BODIPY PC-A2 liposome hydrolysis, fluorescence; 370,000 compounds, 0.56% hits; Q9NZ20; AID 743126;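 active = inhibition above mean plus 3 SD of compounds lying within the high and low control bounds, cut at about 19% in these data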;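 note: 0% = median of test compound wells and 100% = no enzyme DMSO wells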
Target sequence (Q9NZ20 whole entry, looked up): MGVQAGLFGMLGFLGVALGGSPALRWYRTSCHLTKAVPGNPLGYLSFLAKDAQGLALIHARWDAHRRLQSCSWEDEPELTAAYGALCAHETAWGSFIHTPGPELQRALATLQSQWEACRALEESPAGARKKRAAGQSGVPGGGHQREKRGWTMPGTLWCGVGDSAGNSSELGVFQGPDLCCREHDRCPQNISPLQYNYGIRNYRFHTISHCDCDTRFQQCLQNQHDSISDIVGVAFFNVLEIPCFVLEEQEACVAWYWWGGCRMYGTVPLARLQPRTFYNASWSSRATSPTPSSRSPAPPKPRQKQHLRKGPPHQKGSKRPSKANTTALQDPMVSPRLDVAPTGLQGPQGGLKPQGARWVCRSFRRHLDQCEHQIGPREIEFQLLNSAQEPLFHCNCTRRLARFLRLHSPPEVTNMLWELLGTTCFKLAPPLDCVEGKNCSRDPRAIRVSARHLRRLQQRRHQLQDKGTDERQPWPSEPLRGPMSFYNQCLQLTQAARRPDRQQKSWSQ
PLCb3 inh = blocks human PLC-beta3 enzyme activity; Q01970; Purified PLC-beta3, fluorogenic substrate, fluorescence; inhibition, % at 12.2 µM; 370,000 compounds, 0.18% hits; in the data active = inhibition above about 11%;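 note: 0% = median of compound wells on plate and 100% = full blocker control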
SMARCA2 activ = activators of SMARCA2 function; MG213 cells, MMTV-luciferase reporter, dexamethasone, overnight; activation, % at 9.1 µM; 370,000 compounds, 1% hits; AID 652017; in the data active = activation above about 7.8%;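 note: 0% = vehicle wells and 100% = reference activator wells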
DAX1 inh-2 = inhibits human nuclear receptor DAX1. P51843. HEK293 Gal4-DAX1 luciferase reporter, luminescence. inhibition, % at 6.75 µM. 340,000 compounds, 0.99% hits. AID 504766;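 active = inhibition above the mean over all tested compounds plus 3 SD, cut at about 4.2% in these data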;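 note: 0% = DAX1-transfected cells with DMSO and 100% = empty-vector control cells with DMSO; inhibition shows as a rise in luminescence from relieved DAX1 repression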
Target sequence (P51843 207-470 limits assumed): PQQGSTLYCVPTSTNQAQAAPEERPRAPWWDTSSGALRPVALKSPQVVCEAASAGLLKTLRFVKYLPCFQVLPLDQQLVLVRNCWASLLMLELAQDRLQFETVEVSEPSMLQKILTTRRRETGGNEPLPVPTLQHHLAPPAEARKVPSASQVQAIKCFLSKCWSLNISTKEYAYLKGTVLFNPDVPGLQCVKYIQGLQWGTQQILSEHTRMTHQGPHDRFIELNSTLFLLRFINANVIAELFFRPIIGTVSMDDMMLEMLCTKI
GAA850 FXN act = frataxin GAA850 promoter activation. HEK293 lucGAA850 FXN promoter luciferase reporter, 24 h; percent of 10 µM SAHA response. 360,000 compounds, 0.56% hits. activation, % at 6 µM;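 active = activation above the average of all compounds screened plus 3 SD, cutoff fixed separately per campaign, cut at about 7.5% in these data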;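 note: 0% = DMSO wells and 100% = 10 µM SAHA wells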
PG9 Ab binder = binds the HIV-1 gp120 antibody PG9 | TR-FRET gp120-PG9 antibody binding | inhibition, % at 6.7 µM | 360,000 compounds, 0.43% hits | AID 624416; in the data active = inhibition above about 8.5%
hcDAF-12 act = activates DAF-12 receptor from parasite H. contortus. HEK293 hcDAF-12 lit1-tk-luc reporter, luminescence; 0% DMSO, 100% Δ7-dafachronic acid. 370,000 compounds, 1.4% hits. activation, % at 6.8 µM;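 active = activation above the mean of all tested compounds plus 3 SD, cut at about 5.5% in these data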;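 note: 100% = response to 3 µM Δ7-dafachronic acid high control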
hgDAF-12 ag = agonists of H. glycines DAF-12 nuclear receptor; HEK293 GAL4-hgDAF12 UAS-luciferase reporter, agonist luminescence; normalized to butyrate control; activation, % at 6.8 µM; 370,000 compounds, 1.8% hits; AID 687014;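 active = activation above a cutoff set at the mean of all screened compounds plus 3 SD, cut at about 10% in these data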;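 note: 0% = DMSO wells and 100% = sodium butyrate wells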
The depositor's hits bear a star; i = inactive; nt = no result given.

SMILES	ssDAF-12 act	DAX1 inh-1	NR1D1 modulator	sPLA2-III inh	PLCb3 inh	SMARCA2 activ	DAX1 inh-2	GAA850 FXN act	PG9 Ab binder	hcDAF-12 act	hgDAF-12 ag
CC(=O)Nc1scc(-c2ccccc2)[n+]1-c1ccc(C)cc1	-1.3	-0.3	-2	12	-1	-1	1.8	4.6	-1.7	0.1	3.0
CC(C)=C(NC(=O)c1ccco1)C(=O)NCCc1nc2ccccc2[nH]1	-1.2	-0.1	-2	-5	2	-3	3.5	2.0	-0.2	0.3	-1.2
CC(=O)C1=C(C)Nc2ncnn2C1c1ccccc1F (stereo unspecified)	-0.9	-0.1	9	-3	-2	-3	-0.2	1.5	-1.6	-1.8	0.7
OCC[C@@H]1C[C@H](O)[C@@H](O)[C@]2(OCc3ccc(CO)cc32)O1	-1.3	0.1	0	10	2	-1	nt	nt	0.2	-0.1	1.3
CN(CC(=O)Nc1ccccc1C(F)(F)F)C(=O)c1cc(Cl)nc2ccccc12	0.3	-0.7	1	4	-17	-2	-1.3	1.4	0.4	2.7	2.7
CCOc1cc2[nH]c(=S)n(CCC(=O)NCc3ccc(OC)cc3)c(=O)c2cc1OCC	-1.0	0.1	5	2	8	-3	-0.4	-0.4	-2.1	-0.1	2.3
O=C1NC(Cc2ccccc2)c2nc3cc(F)ccc3c(=O)n2-c2ccccc21 (stereo unspecified)	-0.6	0.0	1	4	-1	1	nt	nt	1.3	2.2	-0.5
COC(=O)[C@H]1C[C@H](OC(=O)NC2CCCC2)[C@@]2(O)CN(S(=O)(=O)c3ccc(C)cc3)CC2[C@H]1C(=O)OC (stereo partly specified)	-1.1	-0.1	-5	-2	-1	-4	-0.4	-3.8	-0.8	0.8	-0.8
CC(=O)OCCN(CCCn1c(-c2ccncc2)nc2ccccc21)c1nc(-c2ccc(C)cc2)cs1	0.8	-0.2	-5	-1	-4	1	-0.4	0.0	-3.1	2.3	-0.5
O=C(NCC(=O)N1CCN(c2ccccc2O)CC1)c1ccc(Br)o1	-0.8	-0.8	3	-1	0	-1	0.0	2.4	-0.1	-0.4	-1.0
Cc1sc2nc(CSCC(=O)N(C)c3ccccc3)[nH]c(=O)c2c1C	-1.0	0.7	3	-4	-26	4	-0.9	-1.6	-1.5	-4.1	0.5
CCOC(=O)c1cn2c(C)cccc2n1	-1.1	0.1	-5	2	0	-2	1.4	1.7	-2.1	-0.2	1.4
COc1ccc(NC(=O)N2CCCC2C(=O)NCCc2ccccc2)cc1 (stereo unspecified)	-1.7	-0.2	-1	8	-5	2	-0.8	-0.5	-0.2	-1.5	-0.6
COc1cc(OC)cc(-c2c(-c3ccsc3)c3cc(Br)ccc3n2C)c1	-1.6	-0.7	-1	3	-2	0	3.1	1.6	0.1	-0.7	-1.0
C[C@H](CCC(=O)N(c1ccccc1)c1ccccc1)CC1CCCCC1	-0.9	-0.1	7	4	3	-7	nt	nt	nt	0.0	0.0
COC(=O)N/N=C\c1cc2c(cc1Br)OCO2	0.6	-0.6	-5	6	3	0	4.0	-0.9	-1.4	-1.6	-1.9
O=C(C1CCN(c2nc(-c3ccc(Br)cc3)cs2)CC1)N1CCNCC1	-0.9	nt	6	12	0	nt	nt	nt	nt	-0.5	5.3
CC(=O)c1ccc(NC(=O)Cn2cnc(S(=O)(=O)N3CCCCC3)c2)cc1	-0.7	-0.1	4	-2	-5	-2	0.1	-0.1	1.1	-0.1	-1.4
Cc1ccc(NC(=O)NC2CC(=O)N(c3ccc4c(c3)OCCO4)C2)c(C)c1 (stereo unspecified)	-0.7	-2.4	-7	-1	-4	-1	-0.3	2.1	-0.9	0.3	0.9
Cc1cc(OCC(=O)NNC(=O)c2cccs2)ccc1Br	-1.7	-0.4	1	-7	-6	-1	0.7	2.3	1.6	-0.9	2.8
COc1ccccc1-n1c(C)nnc1SCC(=O)NCc1ccccc1	-1.1	-0.1	4	0	-6	-2	-0.4	-0.3	-1.3	-0.2	-2.1
O=C(Nc1nc(-c2ccc3c(c2)OCO3)cs1)C1CC1	0.6	3.0	-8	9	-8	4	2.5	5.1	0.8	2.6	11*
Cc1oc2c(c(C)cc3oc(=O)c(CC(=O)N[C@H](C(=O)O)C(C)C)c(C)c32)c1C	-1.1	0.0	-4	-3	i	7	-0.4	2.5	0.5	1.4	0.1
O=C(O)c1ccc(NCc2cccnc2)cc1	-0.5	0.0	1	5	4	-2	2.6	0.2	-1.0	0.4	0.7
O=C(O)CCCN1C(=O)NC2NC(=O)NC21 (stereo unspecified)	-0.8	-0.1	-5	4	8	0	1.6	-3.6	-1.4	1.7	0.4
NC(=O)Cc1nc2scc(-c3ccc(Cl)cc3)c2c(=O)[nH]1	-0.4	-1.7	4	-27	-3	1	0.3	-2.4	-1.5	-1.5	-2.8
CCc1ccc(CN(C)Cc2nc(Cc3cccc(C(F)(F)F)c3)no2)nc1	-1.2	0.0	2	1	-1	1	0.2	1.3	-0.5	0.8	-2.7
CC(C)(C)C(=O)N1CCC(O)(CS(=O)(=O)c2ccc(Cl)c(Cl)c2)CC1	-1.6	-0.2	-1	-1	-3	-4	-0.7	1.8	0.5	-1.5	-2.0
O=C(/C=C/c1ccc(OC(F)F)cc1)OCC(=O)N1CCN(C(=O)c2ccco2)CC1	-0.8	-0.5	2	-3	-1	0	-0.8	2.8	-1.8	-1.3	2.3
Cc1cc(N2C(=O)C(O)=C(C(=O)c3ccc(C)o3)C2c2ccc(OCc3ccccc3)cc2)no1 (stereo unspecified)	-1.4	-0.2	-1	-11	-36	-2	0.7	2.5	4.7	-2.0	3.4
O=C(NC(=S)Nc1ccccc1N1CCOCC1)c1ccc(-c2cccc(Cl)c2)o1	0.6	0.6	5	-1	2	-4	-0.8	2.5	0.5	2.3	-1.1
COc1ccc(N2C(=O)[C@@H]3[C@H](C2=O)[C@H]2c4ccccc4C=CN2[C@@H]3C(C)=O)cc1	-0.7	-0.2	6	-1	-13	2	0.3	1.3	-1.4	3.8	-0.1
CCCc1nc2nc(C)c(NS(=O)(=O)c3ccc4c(c3)CCCC4)c(=O)n2[nH]1	-1.4	0.1	7	-1	-7	-2	-1.8	0.1	2.0	0.4	0.8
COC(=O)c1ccc(C(=O)N=c2sccn2C)cc1	-0.7	0.8	-3	1	-8	7	0.1	4.2	-3.7	2.4	8.0
COc1ccc(CNC(=O)C[C@@H]2CC[C@@H](NS(=O)(=O)c3cccc(OC)c3)[C@@H](CO)O2)cc1	-0.9	0.1	-1	4	0	3	nt	nt	-0.2	-0.3	-1.3
CCC(C)(C)n1nnnc1C(c1ccc(Cl)cc1)N1CCN(C)CC1 (stereo unspecified)	-1.0	-0.5	7	-9	0	2	1.4	-0.2	-1.5	-1.0	0.1
Cc1cccc(C)c1NC(=O)CN(C)C(=O)c1ccc(COc2ccccc2)cc1	-1.0	0.9	4	-8	-5	-1	-0.3	2.6	-0.7	-0.4	0.5
CC(=O)c1ccc(NC(=O)c2ccc(S(=O)(=O)c3ccccc3)cc2)cc1	-1.3	-0.2	-2	-25	0	-1	0.7	1.4	-1.8	-2.0	0.0
Cn1nc(NC(=O)CC23CC4CC(CC(C4)C2)C3)c2c(F)cccc21	-0.5	-0.2	-3	-4	-6	-4	3.3	3.5	-0.1	-2.4	1.8
CCN(CC)c1ccc(/C=N/N2CCN(Cc3ccccc3Cl)CC2)cc1	-1.2	-0.2	4	4	-9	2	-1.2	0.3	0.2	-0.9	0.5
CCCCS(=O)CC(O)COc1ccc(C(C)(C)C)cc1 (stereo unspecified)	-1.6	0.2	2	3	4	6	0.2	2.1	-2.3	-1.1	-1.5
C/C(N)=C(/C#N)C(=O)COc1ncnc2ccccc12	-1.4	0.0	-2	-2	1	-4	2.4	1.8	-1.3	0.2	1.7
O=C(CSc1nc2cc(Cl)ccc2c(=O)n1Cc1ccco1)Nc1ccc(S(=O)(=O)N2CCOCC2)cc1	-1.6	-1.3	12	-2	-90	-2	-0.6	1.5	-1.8	-2.0	-5.4
CCOc1ccc(NS(=O)(=O)c2ccc(C(=O)N3CCCCCC3)cc2)cc1	-1.5	-3.5	-2	-8	-9	-3	-2.7	0.4	1.6	-2.5	-4.0
O=C(CCS(=O)(=O)c1ccccc1)N1CCN(c2ccccc2)CC1	-0.7	9.3*	3	3	-3	4	0.5	5.3	-2.6	5.1	4.7
C=CCn1c(CSCc2ccccc2)nnc1SCC(=O)N1CCN(c2ccccc2)CC1	-2.1	-0.4	3	-11	0	-4	-1.5	-1.6	-2.9	-1.8	-2.5
Cc1ccc(CCNC(=O)c2cc(S(=O)(=O)N3CCOCC3)cn2C)cc1	-1.2	-0.7	-3	18	-2	-6	-0.5	-1.9	0.9	1.2	1.1
CN(C)CCN(C(=O)c1ccc2ccccc2c1)c1nc2cc3c(cc2s1)OCO3	-1.1	2.3	0	2	-2	11*	3.2	-0.5	-0.2	1.9	5.7
O=C(Cc1ccc(-c2ccccc2)cc1)NCCN1CCOCC1	-0.7	-0.3	2	3	0	0	-0.9	0.4	-1.3	0.1	0.8
CCOC(=O)c1ccc(NC(=O)CSc2nnc(C3CCCCC3)n2C)cc1	-1.2	-1.0	2	0	-2	-1	-0.9	-1.5	0.5	0.1	-0.4
CCCOCCOC(=O)C1=C(C)NC(=O)NC1c1cc(Cl)c(O)c(OC)c1 (stereo unspecified)	-0.7	0.4	1	-5	-4	-1	0.2	4.2	-1.8	1.3	3.6
COc1cccc(/C=N/NC(=O)CC(=O)NCCc2ccccc2)c1OC	-1.4	-0.2	0	-11	-45	-1	-0.5	1.0	-0.1	-1.9	-2.7
COc1ccc(CC(=O)Nc2ccc(C)c(S(=O)(=O)N3CCCCCC3)c2)cc1	-1.4	-1.7	3	-16	-11	-2	0.0	-1.1	0.2	-2.3	-3.2
CCC[C@@H]1C[C@@]1(CCC)[C@@H](NC(=O)c1ccccc1)c1ccc(C(=O)OC)cc1	-1.5	-0.9	-4	3	0	0	2.0	-1.6	-0.5	2.0	-0.3
COC(=O)[C@]12C[C@H](CC(=O)NCCCN3CCCC3=O)C(=O)N(Cc3ccc4c(c3)OCO4)C1=C[C@H](C(C)(C)C)O[C@@H]2C	-0.9	-0.3	-3	-2	0	-1	nt	nt	-0.4	-0.5	-0.7
COc1ccc(Br)c(-c2nnc(CS(=O)(=O)c3ccccc3)o2)c1	-0.6	0.8	-3	-46	-3	3	0.1	6.9	0.3	0.5	11*
O=C1C(=O)c2cccnc2-c2ncccc21	-3.6	-8.9	-2	-9	9	-15	nt	nt	-1.5	-9.2	-20
CCCC(=O)NCCc1cc2ccc(C)c(C)c2[nH]c1=O	-1.4	-0.8	-3	-5	0	-4	-0.2	-0.5	1.1	0.5	-0.9
CCN(CC)C(=O)CC[C@H]1CC[C@]2(CCCN(Cc3ccccn3)C2)O1	-1.5	-1.2	0	8	4	2	nt	nt	nt	-1.3	2.9
